TbMetRS inhib: Trypanosoma brucei MetRS inhibition; purified T. brucei MetRS, ATP depletion, Kinase-Glo luminescence; inhibition, % at 11.9 µM; hit rate 0.4% among 360,000; AID 624268;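 active = inhibition above a per-plate cutoff of the control wells' mean inhibition plus 3 SD, cut at about 5.5% in these data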;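 note: 0% = DMSO wells median and 100% = median of wells with control inhibitor compound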
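System: purified T. brucei MetRS enzyme / Detection: Kinase-Glo luciferase luminescence reporting remaining unconsumed ATP / Medium: HEPES buffer with MgCl2, KCl, DTT, spermine, BSA, pyrophosphatase / Replication: singlicate, one well per compound / Evaluation: percent inhibition relative to median high and low control wells / Schedule: 2 h aminoacylation at 25 °C after 15 min preincubation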
LMPTP inh: LMPTP (human) inhibition. AID 651560. P24666. inhibition, % at 20 µM. recombinant LMPTP-A, OMFP fluorogenic substrate, fluorescence intensity. hit rate 0.22% among 360,000;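 active = compounds that cut the enzyme signal by at least half of the control window in the single-dose screen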;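 note: plate controls were DMSO wells with enzyme plus substrate for no effect and substrate without enzyme for full effect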
Target sequence (P24666 whole entry, looked up): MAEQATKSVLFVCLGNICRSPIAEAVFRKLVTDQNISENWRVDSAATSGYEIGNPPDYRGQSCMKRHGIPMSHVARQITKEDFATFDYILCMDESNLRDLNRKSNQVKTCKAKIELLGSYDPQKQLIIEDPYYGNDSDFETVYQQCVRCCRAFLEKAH
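test system = LMPTP-A | amount = 0.625 nM LMPTP-A final | reagent = fluorogenic phosphatase substrate OMFP at 400 µM final | incubation = 50 min at room temperature | benchmarks = no-enzyme low control, uninhibited high control | medium = Bis-Tris pH 6.0, DTT, detergent | signal = fluorescence intensity of OMFP turnover product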
NadD block: blocks S. aureus nicotinate mononucleotide adenylyltransferase; purified NadD enzyme, colorimetric absorbance read-out; inhibition, % at 20 µM; hit rate 0.78% among 360,000; AID 602399; in the data active = inhibition above about 26%; note: some compounds past the cut are filed as inactive
Rpn11 inh: Rpn11 (human) deubiquitinase inhibition; hit rate 0.59% among 360,000; O00487; calls only at 20 µM; human 26S proteasome, Ub4-pepOG fluorescence polarization; 20S core pre-blocked with epoxomicin;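 active = inhibition at 20 µM, scaled to each plate's controls, above about 33%, limit read from the data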
SUMO1 PPI mod: alters human SUMO1 binding to SIM partners. AID 602429. inhibition, % at 20 µM. SUMO1 binding to a labelled peptide, TR-FRET, 1 h. hit rate 0.33% among 360,000; in the data active = inhibition above about 37%
CSN deneddyl inh: blocks human CSN-mediated cullin deneddylation | Purified CSN, SCF-Nedd8-OG deneddylation, fluorescence polarization | inhibition, % at 12.5 µM | hit rate 0.38% among 360,000;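 active = pattern-corrected inhibition above about 35%, with an unprinted fluorescence ratio check between 0.5 and 1.5, limit read from the data, passing the limit was not always enough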;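 note: 0% = enzyme with substrate and 100% = substrate without enzyme; some results filed as inactive read as strong as hits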
Target sequence (Q92905 whole entry, looked up, one chain of several): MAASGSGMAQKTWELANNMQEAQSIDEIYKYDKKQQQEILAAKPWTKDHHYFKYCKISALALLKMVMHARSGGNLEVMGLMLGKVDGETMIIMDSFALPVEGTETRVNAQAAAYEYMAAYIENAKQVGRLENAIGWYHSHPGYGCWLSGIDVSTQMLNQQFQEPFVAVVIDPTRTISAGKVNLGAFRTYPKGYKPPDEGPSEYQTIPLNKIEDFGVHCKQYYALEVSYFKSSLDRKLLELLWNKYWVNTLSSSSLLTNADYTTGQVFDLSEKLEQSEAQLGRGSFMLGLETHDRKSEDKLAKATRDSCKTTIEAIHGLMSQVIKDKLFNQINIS
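Detection – fluorescence polarization · System – HEK293T-derived human Csn5 enzyme · Controls – substrate-only high control, full reaction low control · Timing – 90 min, room temperature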
Scp1 inh: Scp-1 (human) phosphatase inhibition; hit rate 0.88% among 340,000; inhibition, % at 20 µM; AID 493091; Recombinant Scp1, phosphopeptide, malachite green phosphate absorbance;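 active = inhibition above about 50% at 20 µM, limit read from the data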;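 note: plate controls were DMSO wells with enzyme for no effect and wells lacking enzyme for full effect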
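assay system = SCP-1 phosphatase catalytic domain, residues 76-261 | buffer or medium = 50 mM Tris acetate pH 5.5, 0.005% Tween-20, 10 mM MgCl2 | incubation = enzyme reaction 45 min at room temperature, colour 5 min, stabilisation 30 min | signal = Phosphate-binding colour reagent, absorbance read at 630 nm | measure = % inhibition at 20 µM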
MsrA inhibitor: bovine MsrA inhibition; AID 651718; purified bovine MsrA, absorbance read-out; inhibition, % at 15.5 µM; hit rate 0.75% among 360,000; in the data active = inhibition above about 4.5%;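 note: 0% = vehicle wells with enzyme and 100% = reference inhibitor wells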
STEP block: inhibitors of human striatal-enriched phosphatase STEP; hit rate 0.25% among 360,000; recombinant STEP, OMFP fluorogenic substrate, fluorescence; inhibition, % at 20 µM;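 active = inhibition at 20 µM, scaled per plate between control wells, above about 37%, limit read from the data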;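 note: 0% = DMSO with enzyme and substrate and 100% = substrate only without enzyme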
Target sequence (P54829 whole entry, looked up): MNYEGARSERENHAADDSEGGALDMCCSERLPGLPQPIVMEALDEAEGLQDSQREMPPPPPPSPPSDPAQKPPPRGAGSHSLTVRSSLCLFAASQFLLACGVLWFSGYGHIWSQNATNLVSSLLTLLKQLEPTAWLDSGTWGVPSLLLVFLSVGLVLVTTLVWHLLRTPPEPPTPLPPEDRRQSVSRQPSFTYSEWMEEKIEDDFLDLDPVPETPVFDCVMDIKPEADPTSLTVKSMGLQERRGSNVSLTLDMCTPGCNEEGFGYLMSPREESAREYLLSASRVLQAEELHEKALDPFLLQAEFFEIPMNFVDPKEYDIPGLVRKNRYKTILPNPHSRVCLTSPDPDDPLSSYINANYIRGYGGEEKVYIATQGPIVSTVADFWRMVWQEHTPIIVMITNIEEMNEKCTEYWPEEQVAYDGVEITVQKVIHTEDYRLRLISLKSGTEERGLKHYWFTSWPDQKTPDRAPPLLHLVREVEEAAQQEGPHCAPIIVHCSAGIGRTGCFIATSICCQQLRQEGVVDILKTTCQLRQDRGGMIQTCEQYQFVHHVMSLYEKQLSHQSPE
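System: isolated STEP enzyme; schedule: 20 min enzyme reaction at room temperature, protected from light; medium: Bis-Tris buffer pH 6.0, 2.5 mM DTT, 0.005% Tween 20; signal: fluorescence, 480/540 nm; dosing: single compound dose of 20 µM, 1% DMSO final; also added: OMFP substrate, 25 µM final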
DNMT1 block: inhibitors of human DNMT1; hit rate 0.83% among 360,000; P26358; inhibition (reported as % activation of signal), % at 10 µM; AID 588458; DNMT1 molecular beacon, Hinp1I cleavage, fluorescence; in the data active = inhibition above about 50%
Active calls of the source: *; i = inactive; . = not tested or not shown. Compounds were not picked by outcome; overall some 3.9% were active at least once.

Molecule,TbMetRS inhib,LMPTP inh,NadD block,Rpn11 inh,SUMO1 PPI mod,CSN deneddyl inh,Scp1 inh,MsrA inhibitor,STEP block,DNMT1 block
CCN(CC)S(=O)(=O)c1ccc(OC)nc1,-0.3,-0.1,3,i,3,5,-2,0.7,-4,5
Cc1nc2scc(C)n2c(=O)c1S(=O)(=O)Nc1ccc(N2CCOCC2)cc1,-0.1,-0.1,-1,i,2,1,23,4.2,-1,2
CCc1nnc(NC(=O)CSc2n[nH]c(-c3ccccc3O)n2)s1,0.4,-2.4,-2,i,8,-1,-7,-0.1,-2,-1
CCN(c1ccccc1)S(=O)(=O)c1ccc(C(=O)Nc2nnc(CSC)o2)cc1,-0.7,-1.7,9,i,-2,5,-10,0.0,1,1
CC1(C)Cc2c(C#N)c(N3CCCC3)nc(-c3ccco3)c2CO1,-0.4,0.4,16,i,2,2,.,0.8,2,-11
COc1ccc(/C=N/n2c(=S)n(C)c3ccccc32)cc1OC,-0.2,0.1,-2,i,-4,5,-2,-0.8,18,1
O=C(NCc1ccco1)/C(=C\c1ccco1)NC(=O)c1cccs1,0.4,0.1,2,i,1,-2,-10,1.0,1,4
O=C(Nc1c(F)c(F)c(F)c(F)c1F)NC1CCCCC1,-1.5,0.4,1,i,-3,1,-6,-0.7,-3,2
O=C(NCc1ccc(F)cc1)c1[nH]c(C(F)(F)F)nc1-c1ccccc1,0.1,1.2,2,i,7,-4,.,-0.3,-1,2
CCc1ccc(C(=O)COC(=O)c2cccc(N3C(=O)c4c(C)nc5ccccc5c4C3=O)c2)cc1,-0.6,0.4,36*,i,-11,3,14,3.2,6,-2
CC(C)CCN1C(=O)c2ccc(C(=O)OCC(=O)N(C)C3CCS(=O)(=O)C3)cc2C1=O (configuration not stated),-0.1,0.1,5,i,-30,-3,-5,-0.1,3,0
CCOc1ccc(CN(C)C(=O)CN2C(=O)NC(c3ccccc3)(c3ccccc3)C2=O)cc1,-0.1,1.6,0,i,-1,0,4,0.7,9,-2
Cc1cccc2nc(CSc3nnnn3-c3ccccc3)cn12,-1.1,-1.1,-3,i,-2,2,2,-0.5,0,1
O=C(NCCN1CCOCC1)N1CCOCC1,-1.4,-1.4,-1,i,-1,23,3,0.9,-6,4
c1nc(N2CCCCC2)c2[nH]cnc2n1,-1.0,-2.2,-5,i,3,0,-12,-0.1,-4,-2
CNC(=O)C(=O)NCCc1ccc(Cl)cc1,-0.7,-1.9,-2,i,-2,-1,-4,1.1,-4,2
O=C(c1ccc2ncsc2c1)N1CCN(c2ccc(O)cc2)CC1,0.0,4.8,4,i,3,-4,-18,1.3,19,2
COc1ccc(OC)c(C2NC(=O)NC(C)=C2C(=O)Nc2ccc(C)cc2C)c1 (configuration not stated),-0.7,-0.9,6,i,-3,-2,0,0.5,4,1
O=C(NCCOc1ccc(Cl)cc1)c1cccc(S(=O)(=O)N2CCCC2)c1,-0.4,-0.1,-11,i,3,2,-8,-0.6,0,0
CC(C)C(NC(=O)C12CC3CC(CC(C3)C1)C2)C(=O)N/N=C/C1=C(N2CCOCC2)C(=C\c2ccc([N+](=O)[O-])cc2)/CC1 (configuration not stated),0.3,3.3,32*,i,-16,5,24,0.7,6,-4
Cc1cc2c(c(C)c1CCO)C(=O)[C@H](C)C2,-0.2,-2.0,-5,i,3,2,7,-0.6,-1,-1
COc1ccc(-n2ncc3c2CC(C)(C)CC3NC(=O)c2cnc(C)cn2)cc1 (configuration not stated),0.0,0.1,6,i,3,-4,-4,-0.2,-2,-1
CCNC(=O)CC1C(=O)N(c2ccccc2)C(=O)N1CCc1ccc(OC)c(OC)c1 (configuration not stated),-0.5,-1.8,0,i,-3,-7,-2,-0.2,2,6
CCOC(=O)c1ccc(NC(=O)C2(N3C(=O)c4ccccc4C3=O)CCCC2)cc1,-0.2,0.2,-5,i,-6,-6,-8,-0.1,-2,2
CC(C)CC(NC(=O)OC(C)(C)C)c1cn([C@@H](CCC(=O)OC(C)(C)C)C(=O)N2CCN(C(=O)OC(C)(C)C)CC2)nn1 (some centres not stated),-0.2,-1.6,-1,i,-1,-4,0,0.3,-1,-1
O=C1O[C@@H](c2ccccc2)C[C@@H](O)C(=O)CCCCc2ccccc21,-0.8,1.5,-8,.,5,-6,.,-0.5,.,.
Cc1c(Cl)ccc2c1NC(=O)C21NC(CCC(N)=O)[C@H]2C(=O)N(c3ccc(Cl)cc3)C(=O)[C@H]21 (some centres not stated),-1.1,0.4,2,i,6,0,4,0.5,-1,3
O=C(c1ccccc1)N1N=C(c2ccccc2)CC1c1ccccc1 (configuration not stated),-1.3,1.2,-4,i,-1,2,-3,0.5,-4,0
COc1ccc(CNC(=O)CN(Cc2ccccc2)C(=O)CCC(=O)Nc2nccs2)cc1,0.1,-2.2,-15,i,-2,1,-2,-1.4,-2,2
Cc1ccc(S(=O)(=O)NN2C(=O)c3ccccc3NC2c2ccco2)cc1 (configuration not stated),-0.5,0.7,-2,i,2,3,-4,-0.7,2,1
CS(=O)(=O)N1CCN(c2ccc(NC(=O)c3ccc([N+](=O)[O-])o3)cc2)CC1,0.5,-0.2,4,i,-20,-5,-12,1.4,1,-4
Cc1cccc(NC(=O)CSc2nnc([C@H](C)NC(=O)OC(C)(C)C)o2)c1C,0.1,-2.7,5,i,3,-7,-6,-1.0,-1,-2
CN(c1ccccc1)S(=O)(=O)c1cccc(C(=O)OCC(=O)Nc2ccc(C(N)=O)cc2)c1,-0.3,-1.0,-7,i,3,-5,-12,0.4,2,-3
COc1ccc(NC(=S)N(CCCN2CCC(C)CC2)Cc2cccs2)cc1,0.7,-0.9,-6,i,1,6,-2,0.2,9,1
Cc1ccc(C)n1-c1ncc(Br)cn1,0.0,-0.8,1,i,0,-4,-6,0.2,-1,3
COc1ccc(-n2c(CN3CCN(c4ccc(F)cc4)CC3)nc3ccc([N+](=O)[O-])cc3c2=O)c(OC)c1,-0.1,1.5,9,i,-36,0,3,0.5,12,-1
Cc1nnc(NC(=O)c2ccco2)s1,0.1,-1.9,-6,i,-2,-8,6,0.8,0,0
CCCC(C)C(=O)Nc1ccc(NC(C)=O)cc1 (configuration not stated),-1.1,-1.2,1,i,0,8,-10,-0.4,2,-3
CCCCCCCCCC(=O)OCC(O)CO (configuration not stated),-1.1,-1.3,-6,i,3,1,-12,0.4,1,0
Cc1nc([N+](=O)[O-])cn1CC(O)c1ccc(-c2ccccc2)cc1 (configuration not stated),-0.1,-1.7,4,i,-18,0,-8,-1.2,-2,3
CCn1c(N)c(C(=O)NC2CCCCC2)sc1=S,-1.5,0.6,-7,i,-9,-3,-2,1.7,0,2
Cc1ccccc1NC(=O)CCCSc1nc2ccccc2s1,1.3,3.8,-10,i,1,-9,-12,-0.4,-4,-2
O=C(N/N=C/c1ccc[nH]1)c1c[nH]c2ccccc12,-0.3,1.1,-5,i,-1,5,4,5.8*,0,-1
O=C(CSc1n[nH]c(=O)[nH]c1=O)NCC1CCCCC1,-0.5,-2.3,-1,i,-1,4,-4,0.6,1,4
COc1cccc(NC(=O)CCc2c(C)nn(-c3ccc(N4CCOCC4)nn3)c2C)c1,0.5,-0.7,-3,i,3,0,-6,0.0,1,2

Reformatted as labelled records: part of the list above.
> COc1ccc(-n2c(CN3CCN(c4ccc(F)cc4)CC3)nc3ccc([N+](=O)[O-])cc3c2=O)c(OC)c1
  TbMetRS inhib: -0.1 | LMPTP inh: 1.5 | NadD block: 9 | Rpn11 inh: i | SUMO1 PPI mod: -36 | CSN deneddyl inh: 0 | Scp1 inh: 3 | MsrA inhibitor: 0.5 | STEP block: 12 | DNMT1 block: -1
> COc1ccc(NC(=S)N(CCCN2CCC(C)CC2)Cc2cccs2)cc1
  TbMetRS inhib: 0.7 | LMPTP inh: -0.9 | NadD block: -6 | Rpn11 inh: i | SUMO1 PPI mod: 1 | CSN deneddyl inh: 6 | Scp1 inh: -2 | MsrA inhibitor: 0.2 | STEP block: 9 | DNMT1 block: 1
> Cc1nnc(NC(=O)c2ccco2)s1
  TbMetRS inhib: 0.1 | LMPTP inh: -1.9 | NadD block: -6 | Rpn11 inh: i | SUMO1 PPI mod: -2 | CSN deneddyl inh: -8 | Scp1 inh: 6 | MsrA inhibitor: 0.8 | STEP block: 0 | DNMT1 block: 0

Following part
Molecule,TbMetRS inhib,LMPTP inh,NadD block,Rpn11 inh,SUMO1 PPI mod,CSN deneddyl inh,Scp1 inh,MsrA inhibitor,STEP block,DNMT1 block
Clc1ccccc1C1CC(c2ccccc2)=Nc2ccccc2N1 (configuration not stated),-0.5,2.9,6,i,6,2,-7,1.9,1,0
CCOc1cc2c(cc1OCC)CN(CC(=O)Nc1ccccc1C(=O)NC1CC1)CC2,-0.3,-0.4,-2,i,2,-2,-6,1.1,-1,0
CN(C)Cc1cc(C(F)(F)F)ccc1C(O)(c1ccccc1)c1ccccc1,0.1,-1.8,-5,i,-11,2,5,0.0,-3,-4
CCOC(=O)COc1ccccc1/C=N\NC(=O)c1cc2c(ccc3ccccc32)o1,-0.5,5.8,10,i,-10,3,84*,3.8,4,-5
CCC1([N+](=O)[O-])COC(c2ccc(C)cc2)OC1 (configuration not stated),0.0,-0.2,-2,i,-3,1,-5,-0.7,-1,1
CN(C)CCN(Cc1ccccc1)C(=O)c1[nH]c(C(F)(F)F)nc1-c1ccccc1,0.8,-3.2,-7,i,1,6,.,0.1,-1,-4
COc1cccc2cc(C(=O)N(Cc3ccccc3)CC3CCCO3)c(=O)oc12 (configuration not stated),-1.1,-2.1,0,i,-2,1,-8,0.0,-1,0
O=C(NCc1ccc(Cl)cc1)c1ccc(CSc2nc3ccncc3[nH]2)cc1,-0.5,33,1,i,0,-2,6,1.1,-2,-6
CCCNC(=S)N1CCC(NC(=O)C2CCCCC2)CC1,-1.3,-1.8,-4,i,-1,-1,-6,1.9,1,-4
O=c1[nH]nc(SCc2nnc(-c3cccc(Cl)c3)o2)n1C1CCCCC1,0.0,-0.4,-1,i,5,-2,-4,-1.0,0,-3
O=C(NC1CCCC1)C(C1CC1)n1c(-c2ccncc2)nc2ccccc21 (configuration not stated),-0.4,-0.3,.,.,-2,3,.,-0.8,.,.
Oc1ccccc1/C=N/Nc1nccnc1Cl,-1.6,0.2,-2,i,-6,2,-4,2.2,2,-5
COc1ccc(C(=O)C[n+]2ccccc2C)cc1,0.9,-1.3,-3,i,0,-15,-7,-1.2,-2,-4
Cc1ccc(F)cc1C(=O)N1CCCCC1c1cc(C(=O)NCc2ccccc2)no1 (configuration not stated),-0.1,-2.5,-7,i,2,2,.,0.0,-1,2
